# MITF primary – blocks human microphthalmia-associated transcription factor | AlphaScreen MITF homodimerization, bead proximity signal | inhibition, % at 2.6 µM | 0.91% of 650,000 active | AID 1259374; in the data active = inhibition above about 50%;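 note: 0% = vehicle wells with protein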
# Target sequence (O75030 whole entry, looked up): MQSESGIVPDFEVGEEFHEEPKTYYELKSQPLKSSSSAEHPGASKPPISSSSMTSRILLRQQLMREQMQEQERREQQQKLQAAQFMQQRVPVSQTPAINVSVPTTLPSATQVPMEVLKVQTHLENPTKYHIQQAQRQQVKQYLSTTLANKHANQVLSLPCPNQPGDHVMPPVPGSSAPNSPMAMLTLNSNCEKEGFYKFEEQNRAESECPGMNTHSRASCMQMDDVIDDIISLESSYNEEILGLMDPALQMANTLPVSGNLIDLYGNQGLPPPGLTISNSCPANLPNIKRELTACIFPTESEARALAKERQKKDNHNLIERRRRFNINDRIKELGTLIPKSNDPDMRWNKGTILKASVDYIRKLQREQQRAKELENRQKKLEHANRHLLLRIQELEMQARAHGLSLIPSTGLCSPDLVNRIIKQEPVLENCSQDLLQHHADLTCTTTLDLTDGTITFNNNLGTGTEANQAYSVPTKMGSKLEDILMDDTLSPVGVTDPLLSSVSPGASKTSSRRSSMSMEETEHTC
# GPR151 ag – human GPR151 activation; Q8TDV0; PathHunter beta-arrestin GPR151 cells, luminescence; 1% of 650,000 active; AID 1508602; activation, % at 11.2 µM; in the data active = activation above about 4.9%;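 note: 0% = median of compound wells and 100% = cells with positive control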
# Target sequence (Q8TDV0 whole entry, looked up): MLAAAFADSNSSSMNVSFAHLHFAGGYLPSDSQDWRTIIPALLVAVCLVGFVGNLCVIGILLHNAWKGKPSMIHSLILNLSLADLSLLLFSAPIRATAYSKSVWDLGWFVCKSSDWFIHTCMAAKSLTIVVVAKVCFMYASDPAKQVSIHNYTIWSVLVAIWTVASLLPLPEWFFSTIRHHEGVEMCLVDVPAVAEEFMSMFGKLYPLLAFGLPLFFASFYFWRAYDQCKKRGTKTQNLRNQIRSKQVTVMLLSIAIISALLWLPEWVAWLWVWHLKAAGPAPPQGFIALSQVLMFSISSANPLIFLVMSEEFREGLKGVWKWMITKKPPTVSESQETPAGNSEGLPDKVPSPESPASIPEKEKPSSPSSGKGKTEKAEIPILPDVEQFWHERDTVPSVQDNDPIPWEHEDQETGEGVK
# FBW7 activator – activators of human E3 ligase FBW7; AID 1259310; 0.13% of 650,000 active; AlphaScreen FBW7–phospho-cyclin E peptide binding, activator screen; normalized activity (activation), % at 26.1 µM; in the data active = normalized activity above about 1.9%;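 note: purified mutant Fbw7 with reduced substrate affinity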
# TEAD-YAP inh – TEAD-YAP interaction inhibition; HEK-TIYL cells, TEAD-Gal4/YAP UAS-luciferase luminescence; 1.4% of 640,000 active; inhibition, % at 9.12 µM; in the data active = inhibition above about 32%;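 note: 0% = median of test compound wells and 100% = reference inhibitor wells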
# An asterisk follows results filed as active.
SMILES,MITF primary,GPR151 ag,FBW7 activator,TEAD-YAP inh
COc1ccc(-c2nc(NCc3cccnc3)c3ncn(-c4ccccc4)c3n2)cn1,3,1.0,-0.1,22
CCN(Cc1nc(-c2ccc(C)cc2)no1)C(=O)Nc1ccc(Cl)cc1,8,-2.4,0.7,3
COc1ccc(NC(=O)CN2C(=O)NC3(CCCC3)C2=O)c([N+](=O)[O-])c1,9,-1.1,0.0,2
CCOC(=O)c1sc(NC(=O)C(C)Sc2nnc(CNC(=O)c3ccc(C(C)(C)C)cc3)n2C)c(C(=O)OCC)c1C (stereo unspecified),5,0.6,0.3,11
CCOC(=O)C1=C(C)N=c2s/c(=C\c3cccc(OCc4ccccc4Cl)c3)c(=O)n2C1c1ccc(N(C)C)cc1 (stereo unspecified),2,1.0,-0.1,6
Cc1cc(C)nc(N2CCCC(C(=O)NC(C)c3cccs3)C2)n1 (stereo unspecified),14,0.5,0.0,-6
CCn1c[n+](CC(O)COC2CCCCC2)c2cc(C)c(C)cc21 (stereo unspecified),-7,0.1,-0.1,1
O=C(CCCCCn1c(SCc2cc(=O)n3cc(Cl)ccc3n2)nc2cc3c(cc2c1=O)OCO3)NCc1ccc2c(c1)OCO2,12,-0.7,0.1,0
Nc1nc2ccc(C(=O)NCCO)cc2s1,6,-1.5,0.1,7
CCC(Oc1ccccc1)C(=O)N1CCN(CC)CC1 (stereo unspecified),-9,-0.6,-0.1,4
NCc1ccc(-c2cnc(N3CCN(C(=O)c4ccco4)CC3)c3nccn23)cc1,12,0.2,1.3,-63
Cc1ccc2c(c1)cc(CN(C)CC(O)c1ccccc1)c(=O)n2C (stereo unspecified),-3,-1.4,-0.1,6
Nc1nc(C2CC2)c(Sc2sc(N)nc2C2CC2)s1,7,0.5,-0.2,35*
CS(=O)(=O)N1CCC(C(=O)Nc2cc(Cl)c(Cl)cc2Cl)CC1,7,-2.0,0.0,1
COc1cc(/C=N/NC(=O)CN2C(=O)NC3NC(=O)NC32)cc(OC)c1O (stereo unspecified),-13,-0.9,0.0,-20
COc1ccccc1C(=O)Nc1ccc2nc(N3CCN(C)CC3)cc(C)c2c1,6,2.5,0.1,-52
CCOc1ccccc1CN1CCC(C(=O)NCCC(C)C)CC1,17,1.0,0.1,5
COC(=O)C1=C(C)NC(=S)NC1c1ccc(F)c(Br)c1 (stereo unspecified),10,1.5,0.7,1
Cc1ccc(NC(=O)CSc2nnc(-c3ccc(C)cc3)c(-c3ccc(C)cc3)n2)cc1,-1,0.2,0.0,4
CCSCCOC(=O)C1=C(C)NC2=C(C(=O)CC(c3ccc(Cl)cc3)C2)C1c1ccc(OC)cc1 (stereo unspecified),-11,-0.9,0.1,-10
COC(=O)CCC(=O)Nc1ccc(C(C)=O)cc1,-4,-0.3,0.0,-3
OC(CCl)Cn1c2ccccc2c2ccccc21 (stereo unspecified),-5,-0.7,0.0,-10
c1ccc(CC2CCN(c3ncnc4sccc34)CC2)cc1,1,3.3,-0.1,34*
CC1CCN(C2CCN(Cc3cccc(Cl)c3)CC2)CC1,57*,0.6,0.2,2
CCS(=O)(=O)N1CCc2ccc(NS(=O)(=O)Cc3ccc(Cl)cc3)cc2C1,11,1.7,0.0,-1

# Ordered by molar mass (falling): part of the list above.
SMILES,MITF primary,GPR151 ag,FBW7 activator,TEAD-YAP inh
CCS(=O)(=O)N1CCc2ccc(NS(=O)(=O)Cc3ccc(Cl)cc3)cc2C1,11,1.7,0.0,-1
NCc1ccc(-c2cnc(N3CCN(C(=O)c4ccco4)CC3)c3nccn23)cc1,12,0.2,1.3,-63
COC(=O)C1=C(C)NC(=S)NC1c1ccc(F)c(Br)c1 (stereo unspecified),10,1.5,0.7,1
CCn1c[n+](CC(O)COC2CCCCC2)c2cc(C)c(C)cc21 (stereo unspecified),-7,0.1,-0.1,1
c1ccc(CC2CCN(c3ncnc4sccc34)CC2)cc1,1,3.3,-0.1,34*
OC(CCl)Cn1c2ccccc2c2ccccc21 (stereo unspecified),-5,-0.7,0.0,-10

# The list continues:
SMILES,MITF primary,GPR151 ag,FBW7 activator,TEAD-YAP inh
N#CC1=C(N)Oc2n[nH]c(-c3ccc(Cl)c(Cl)c3)c2C1c1cn[nH]c1-c1ccc(F)cc1 (stereo unspecified),-7,-1.5,-0.4,-15
CCOC(=O)C1=C(N)N(c2ccc(S(N)(=O)=O)cc2)C2=C(C(=O)CCC2)C1c1ccccc1 (stereo unspecified),11,0.4,-0.2,-7
CC(C)CCN1NC2(CCCC(C)C2)NC1=S (stereo unspecified),2,-0.9,0.8,-3
CC(C)Cn1c(-c2ccc(Cl)cc2)cnc1SCC(=O)N1CCOCC1,20,-1.2,0.0,4
NN1C(=O)/C(=C/c2ccsc2)SC1=S,6,2.2,-0.1,-2
O=C(CNC(=O)OCc1ccccc1)NC1CCCCCC1,-4,0.7,0.3,2
CC(=O)Nc1ccc(Nc2ncnc3c2nc(-c2cccc(N)c2)n3C(C)C)cc1,3,-0.5,-0.1,-21
O=C(Nc1ccc(O)cc1)c1ccc(C(=O)c2ccccc2)cc1,-4,-3.9,0.1,12
CC1CCC(C(=O)NC(Cc2ccccc2)C(=O)NCc2cccnc2)CC1 (stereo unspecified),1,-0.9,-0.1,-32
C/C(=N\O)C(=O)C(CN(C)C)CN(C)C,9,1.6,0.0,7
CCOC(=O)c1ccccc1NC(=O)Cn1c(=O)n(Cc2ccc(F)cc2)c(=O)c2nccnc21,6,0.8,0.2,2
COc1ccc(C2C(C(=O)N(C)Cc3ccccc3)c3ccccc3C(=O)N2C)cc1 (stereo unspecified),1,0.2,0.0,8
COc1cccc(CSc2nc3ncccc3[nH]2)c1,9,-0.7,0.1,-35
COc1cccc(C(=O)Nc2ccc3oc(-c4cccc(Cl)c4Cl)nc3c2)c1,0,-2.4,0.2,-1
COc1ccc(C2=C(c3ccc(OC)cc3)C3(c4ccccc4)C(=O)C2(c2ccccc2)C2C(=O)N(c4ccc5c(c4)OCO5)C(=O)C23)cc1 (stereo unspecified),12,0.8,-0.2,-18
CCCCn1c(=NC(=O)c2cccc(C)c2)c(C(=O)OCC)cc2c(=O)n3ccccc3nc21,4,-0.1,1.0,-5
COc1ccc(N(CC(=O)O)S(=O)(=O)c2ccccc2)cc1Cl,16,-0.9,0.7,-4
COc1cc(OC)c(C2C(C#N)=C(N)OC3=C2C(=O)CCC3)cc1Br (stereo unspecified),5,-1.1,0.4,12
O=C(COC(=O)c1ccc[nH]c1=O)Nc1ccc(C(F)(F)F)cc1[N+](=O)[O-],-15,0.0,0.0,-1
COc1cc(-c2nnc(SCC(=O)c3ccc4ccccc4c3)o2)cc(OC)c1OC,11,-0.6,0.0,5
Cc1ccc(OCC(=O)Nc2cc(-c3nc4ccccc4o3)ccc2C)c(C)c1,8,1.6,0.7,-48
CC1=C(C(=O)Nc2ccccn2)C(c2cccc(Cl)c2)C2=C(CCCC2=O)N1 (stereo unspecified),-1,-1.3,0.2,-2
COc1cccc(C2NC(=S)NC(C)=C2C(=O)Nc2cc(OC)ccc2OC)c1 (stereo unspecified),-10,0.7,-0.1,-3
COc1ccc(Cl)cc1-n1c(SCc2cc(=O)n3ccccc3n2)nc2[nH]ncc2c1=O,5,-1.0,-0.1,60*
O=C(NCc1ccccc1F)c1ccc(N2CCC(N3CCSCC3)CC2)cc1,-5,0.1,0.7,-11

# The last 5 records of the part before open the next one.
SMILES,MITF primary,GPR151 ag,FBW7 activator,TEAD-YAP inh
Cc1ccc(OCC(=O)Nc2cc(-c3nc4ccccc4o3)ccc2C)c(C)c1,8,1.6,0.7,-48
CC1=C(C(=O)Nc2ccccn2)C(c2cccc(Cl)c2)C2=C(CCCC2=O)N1 (stereo unspecified),-1,-1.3,0.2,-2
COc1cccc(C2NC(=S)NC(C)=C2C(=O)Nc2cc(OC)ccc2OC)c1 (stereo unspecified),-10,0.7,-0.1,-3
COc1ccc(Cl)cc1-n1c(SCc2cc(=O)n3ccccc3n2)nc2[nH]ncc2c1=O,5,-1.0,-0.1,60*
O=C(NCc1ccccc1F)c1ccc(N2CCC(N3CCSCC3)CC2)cc1,-5,0.1,0.7,-11
O=C(Nc1cccc(Cl)c1)N1CCN(CCO)CC1,4,2.3,1.4,13
COC(=O)C1=C(C)NC2=C(C(=O)CC(C)(C)C2)C1c1ccc(C)o1 (stereo unspecified),6,-0.2,0.2,12
CC(C)c1ccc(Nc2ccn3ncc(-c4cccc(N)c4)c3n2)cc1,-6,-0.1,0.0,0
O=Cc1ccc(-c2ccc(OCc3ccccn3)nc2)cc1,14,0.4,-0.2,-25
Cn1nnnc1SCC(=O)Nc1ccccc1C(=O)Nc1ccccc1,0,-0.7,-0.1,7
COCc1ccc(C(=O)N2CCC[C@H]2[C@H](O)c2nc3ccccc3s2)o1,-7,-1.1,-0.1,-2
Cc1ccc(N2CC(NC(=O)CCc3ccccc3)CC2=O)cc1C (stereo unspecified),-10,2.2,0.3,9
CCCNC(=O)Nc1ccc2c(c1)nc(C)n2C,3,3.0,0.1,-16
COc1ccc(CC(=O)Nc2cccc(I)c2)cc1OC,14,-0.1,0.1,21
COCCNC(=O)CCc1c(C)nc2c3c(C)cc(C)nc3nn2c1C,3,2.8,0.2,-4
Cc1c(C(=O)Nc2ccc(Oc3ccccc3)cc2)sc2ncn(CC(=O)N3CCCCC3)c(=O)c12,1,0.7,-0.1,6
c1cc(-c2ccc3nc(C4CCCNC4)[nH]c3c2)ccn1 (stereo unspecified),-9,0.0,-0.2,-6
Cc1ccc(CN(CC(=O)Nc2cccc(F)c2)S(=O)(=O)c2ccc(C)cc2)cc1,-4,1.2,-0.1,2
O=C(C1CC1)N1CCc2cc(S(=O)(=O)N3CCN(c4ccccc4)CC3)ccc21,4,0.3,0.0,3
CNC(=O)c1nnc(-c2ccccc2)o1,78*,-1.0,0.0,-6
O=C(c1ccc(F)cc1)N(Cc1cccs1)C1CCS(=O)(=O)C1 (stereo unspecified),16,0.4,-0.1,4
COc1cccc(-c2nnc(Nc3nc4cc5c(cc4s3)OCO5)o2)c1,0,2.5,-0.1,4
CCCCC(c1nnnn1CC1CCCO1)N1CCN(C)CC1 (stereo unspecified),-5,1.0,0.0,-1
CCOC(=O)c1c(N2C(N)=C(C#N)C(c3ccccc3)C3=C2CCCC3=O)sc2c1CCCCC2 (stereo unspecified),20,-0.4,0.7,3
O=C(NCc1cccc(C(F)(F)F)c1)c1cnc(Nc2ccc(C(F)(F)F)cc2)s1,0,0.3,0.0,-5
O=C1C2CCCN2C(c2ccc([N+](=O)[O-])cc2)N1c1nccs1 (stereo unspecified),7,-0.1,-0.4,-3
CCOC1=NN(c2ccc([N+](=O)[O-])cc2)C(=O)/C1=C\c1cc(OC)c(OC)c(OC)c1,17,-2.2,0.4,3
Cc1ccc(N(C(=O)c2ccncc2)c2ccc3ccccc3c2)cc1,-2,-0.9,0.0,-5
COP(=O)(OC)c1nc(-c2cccc([N+](=O)[O-])c2)oc1N1CCOCC1,-7,0.3,-0.1,-12
Cc1cc(C(=O)NNC(=S)NCC2CCCO2)no1 (stereo unspecified),5,-0.1,-0.2,0
# Continued:
SMILES,MITF primary,GPR151 ag,FBW7 activator,TEAD-YAP inh
COc1cccc(-c2nc3n(n2)C(c2cccnc2)C(C(N)=O)=C(C)N3)c1 (stereo unspecified),8,-0.4,0.0,6
N=c1c(C(N)=O)cc2c(=O)n3ccccc3nc2n1CCN1CCOCC1,6,-1.1,-0.1,2
O=C1C2C3C=CC(C3)C2C(=O)N1c1ccc(Cc2ccncc2)cc1 (stereo unspecified),-7,1.9,-0.1,14
N#Cc1sccc1Nc1ccc2c(cnn2-c2cccc(C(=O)NCCN3CCOCC3)c2)c1,1,-0.2,0.4,0
CCNc1cc(NCC)c2noc3c2c1C(=O)c1ccccc1-3,37,-1.1,-0.9,-41
CC(C)(C)c1nnc(NC(=O)CSc2ccccc2)s1,-1,0.5,0.2,-15
CCC(=O)Nc1ccc(C(=O)NNC(=O)C(c2ccccc2)c2ccccc2)cc1,-11,0.4,0.2,-6
CN(C)c1ccc(C(=S)N2CCN(C(N)=S)CC2)cc1,-3,1.1,-0.2,7
O=C(Cc1ccccc1)N1CCCC(c2nc(-c3cccs3)no2)C1 (stereo unspecified),3,-0.2,0.0,3
Cc1ccc(C(C(=O)NC(C)(C)C)N(CC2CCCO2)C(=O)c2csnn2)cc1 (stereo unspecified),11,-1.1,0.0,2
COc1ccc(Oc2coc3cc(OC(=O)c4cc(OC)c(OC)c(OC)c4)ccc3c2=O)cc1,-4,1.5,0.0,7
O=C(COc1ccc(Cl)cc1Cl)NCC(=O)N/N=C/c1ccc(Cl)cc1,12,-1.0,-0.1,9
CC1(C)CC(=O)C2=C(C1)Nc1ccccc1NC2c1ccc(-c2cccc([N+](=O)[O-])c2)o1 (stereo unspecified),0,-1.3,-0.2,-15
Cc1cccc(NS(=O)(=O)c2cccc(S(=O)(=O)c3ccc(Cl)c(Cl)c3)c2)c1,12,-0.3,0.1,2
O=C(c1ccc(C(F)(F)F)cc1)N1CCN2C(=O)[C@@H]3CCCN3C(=O)[C@H]2C1,9,-0.1,0.1,1
COc1ccc2nc(N(CCn3cccn3)C(=O)COc3ccccc3OC)sc2c1,10,0.5,0.1,-12
C=CCOc1c(/C=C2/SC(=S)N(CCC(=O)O)C2=O)cccc1OC,-23,-0.8,-1.0,-2
O=C(NCCc1ccc(O)cc1)c1ccc2nc(Nc3ccncc3)sc2c1,-9,-2.0,-0.1,-16
O=C1c2ccccc2NC(c2cccc(F)c2)N1Cc1ccco1 (stereo unspecified),2,-0.5,-0.1,-8
